# ANO1 activ – mouse TMEM16A channel activation, primary screen | HEK293 TMEM16A/YFP-H148Q/I152L, iodide quench fluorescence; active compounds read low | AID 623877 | actives 0.3% (n = 340,000) | B-score at 10 µM | Q8BHY3;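 active means fluorescence-ratio B-score plate-corrected deviation score at least 3 library SD below zero, with starting fluorescence score within 5 deviations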;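 further: channel opened by trigger with iodide after compound preincubation; score built on the fluorescence ratio of max minus min over baseline; more negative score means more quench and so TMEM16A activation or potentiation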
# TRPC6 act – activates the mouse TRPC6 cation channel; Q61143; HEK293-TRPC6 membrane potential dye fluorescence; active compounds read high; B-score at 10 µM; actives 0.13% (n = 310,000);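 active means B-score of the integrated fluorescence ratio above library mean plus 3 SD, and starting fluorescence ratio within library mean plus 5 SD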;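 further: higher score means more depolarization so channel activation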
# Target sequence (Q61143 whole entry, looked up): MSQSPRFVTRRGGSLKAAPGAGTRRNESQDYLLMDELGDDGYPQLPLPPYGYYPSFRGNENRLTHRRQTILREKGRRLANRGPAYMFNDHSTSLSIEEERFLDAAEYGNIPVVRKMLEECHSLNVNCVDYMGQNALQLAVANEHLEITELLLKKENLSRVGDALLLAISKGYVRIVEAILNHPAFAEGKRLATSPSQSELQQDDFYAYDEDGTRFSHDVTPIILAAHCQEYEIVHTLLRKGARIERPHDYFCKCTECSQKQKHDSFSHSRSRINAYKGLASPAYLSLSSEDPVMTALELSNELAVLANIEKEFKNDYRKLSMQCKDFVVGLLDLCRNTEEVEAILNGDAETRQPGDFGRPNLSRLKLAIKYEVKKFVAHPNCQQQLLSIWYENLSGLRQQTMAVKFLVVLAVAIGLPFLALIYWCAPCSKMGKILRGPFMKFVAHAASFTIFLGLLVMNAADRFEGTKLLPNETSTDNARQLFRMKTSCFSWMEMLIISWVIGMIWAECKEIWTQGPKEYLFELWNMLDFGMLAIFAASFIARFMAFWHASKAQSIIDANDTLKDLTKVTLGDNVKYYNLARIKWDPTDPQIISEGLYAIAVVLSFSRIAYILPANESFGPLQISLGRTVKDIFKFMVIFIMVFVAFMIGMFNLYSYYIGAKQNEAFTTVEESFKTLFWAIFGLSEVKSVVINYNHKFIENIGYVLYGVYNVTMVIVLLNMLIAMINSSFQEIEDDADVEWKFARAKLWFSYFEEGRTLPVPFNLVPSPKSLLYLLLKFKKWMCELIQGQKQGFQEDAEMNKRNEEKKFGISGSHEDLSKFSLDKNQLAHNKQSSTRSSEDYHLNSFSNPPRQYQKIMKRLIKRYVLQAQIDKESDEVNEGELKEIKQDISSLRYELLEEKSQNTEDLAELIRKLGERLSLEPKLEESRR
# SKKanGAS inh – SKKanGAS growth inhibition | inhibition, % at 7.5 µM | actives 1.3% (n = 300,000) | S. pyogenes SKKanGAS, kanamycin growth, BacTiter-Glo, 6 h;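 active means mean replicate score, as percent of positive control median, at least 50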;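 further: strain carries kanamycin resistance gene driven by streptokinase promoter and grows in 40 µg/ml kanamycin; loss of luminescence reflects streptokinase promoter inhibition or plain growth inhibition; 0% = median of DMSO wells and 100% = positive control at its reference dose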
# TMEM16A inh – blocks the mouse calcium-activated chloride channel TMEM16A. Q8BHY3. HEK293 TMEM16A/YFP iodide influx fluorescence, ionomycin. normalized B-score (activity score, 25-100; higher = stronger inhibition) at 10 µM. actives 1.2% (n = 310,000);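 active means ratio plate-corrected score three or more library SD toward inhibition, starting fluorescence score within five deviations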;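 further: score derived from kinetic fluorescence span divided by baseline fluorescence per well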
# TRPC6 inh – blocks the mouse TRPC6 cation channel. Q61143. HEK293-TRPC6, membrane potential dye, ACh-evoked depolarization; active compounds read low. B-score at 10 µM. actives 1.1% (n = 310,000);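 active means B-score under library mean minus 3 SD, initial fluorescence not abnormally high, positive integrated signal ratio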;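 further: B-score derived from integrated fluorescence ratio over the kinetic read; more negative B-score means stronger inhibition of depolarization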
# TRPC4 potent – TRPC4 (mouse) allosteric potentiation; Q9QUQ5; HEK293 TRPC4beta/mu-opioid, DAMGO EC20, Fluo-4 Ca2+ flux; active compounds read high; B-score at 10 µM; actives 0.42% (n = 310,000);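 active means B-score of calcium response area above 5 SD of library B-scores, with initial fluorescence ratio within 5 SD of library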;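 further: B-score of integrated fluorescence ratio over time as area under calcium response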
# MrgX1 allo act – allosterically activates human MrgX1 receptor signaling; Q96LB2; MrgX1-HEK293, Fluo-4 calcium flux, FDSS; active compounds read high; B-score at 10 µM; actives 0.63% (n = 310,000); AID 588675;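 active means plate-corrected calcium response at least 3 library SD above typical, normal starting fluorescence, not activating the receptor alone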;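 further: compound read alongside a low EC10 to EC30 dose of BAM8-22 agonist; peak minus trough fluorescence over baseline measured at the second addition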
# MrgX1 antagonist – human MrgX1 receptor antagonism, primary screen. Q96LB2. MRGX1-HEK293 calcium flux, Fluo-4, BAM8-22 antagonism; active compounds read low. B-score at 10 µM. actives 1.3% (n = 310,000). AID 588676;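 active means calcium-response B-score plate-corrected more than 3 library SD below zero, starting fluorescence within 5 deviations, no agonist response on first addition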;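 further: peak minus trough fluorescence over baseline after final BAM8-22 challenge near maximal dose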
# MrgX1 agonist – agonists of human MrgX1 receptor; Q96LB2; MrgX1-HEK293 cells, Fluo-4 calcium fluorescence, agonist mode; active compounds read high; B-score at 10 µM; actives 0.44% (n = 310,000);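 active means calcium response B-score plate-corrected fluorescence ratio at least 3 library SD, with starting fluorescence B-score inside 5 SD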
#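 System: HEK293 cells stably expressing human MrgX1 receptor; Dosing: test compound in the initial addition of three; Schedule: overnight plating, then 30 min 37 °C plus 30 min room-temperature dye loading; Detection: kinetic calcium dye fluorescence, Fluo-4 NW; Controls: per-plate positive and negative controls for Z′ factor.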
# TRPC4 inh – inhibitors of mouse TRPC4 channel. actives 0.39% (n = 300,000). AID 2247. HEK293 TRPC4beta/mu-opioid, DAMGO-evoked Fluo4 calcium flux; active compounds read low. B-score at 10 µM. Q9QUQ5;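 active means B-score over 3 SD under the library average, no early fluorescence shift, positive overall ratio signal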
#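 Signal: kinetic Fluo4 fluorescence imaging of calcium influx. Material: stable TRPC4beta/mu-opioid receptor HEK293 cells. Probe or stimulus: DAMGO in two steps, submaximal then maximal.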
# TRPC4 agonist – activators of mouse TRPC4 channel; HEK293 TRPC4beta/mu-opioid, Fluo4 calcium fluorescence; active compounds read high; actives 0.49% (n = 310,000); B-score at 10 µM;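 active means B-score above 5 SD of library B-scores, and initial fluorescence ratio not above library mean plus 5 SD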;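 further: positive B-score marks a calcium rise read as TRPC4 activation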
#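 system = HEK293 cells stably co-expressing mouse TRPC4beta and mu-opioid receptor | schedule = Fluo4 dye loading 45 min at room temperature, 110 s recording | measure = B-scored integrated calcium fluorescence ratio | signal = Fluo4 calcium-sensitive dye fluorescence, kinetic, 1 Hz baseline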
# Starred values were filed as active, the others as inactive; i = inactive; . = no result given.
SMILES,ANO1 activ,TRPC6 act,SKKanGAS inh,TMEM16A inh,TRPC6 inh,TRPC4 potent,MrgX1 allo act,MrgX1 antagonist,MrgX1 agonist,TRPC4 inh,TRPC4 agonist
Cc1cc(C)n(-c2cccc(CN(C)Cc3nc(-c4cnccn4)no3)c2)n1,i,i,-2.6,i,i,i,i,i,i,i,i
CN(c1ccc(C(=O)NCc2ccccn2)cc1)S(=O)(=O)c1ccc(Cl)cc1,i,i,-1.8,i,i,i,i,i,i,i,i
Cc1cc(C)cc(NC(=S)N=Nc2c(O)n(C)c3ccc(S(=O)(=O)N4CCOCC4)cc23)c1,i,i,16.7,i,i,i,i,i,i,i,i
CCN1CCN(C(CNS(=O)(=O)c2ccc(Cl)cc2)c2ccccc2)CC1 (centres undefined),i,i,-1.1,i,i,i,i,i,i,i,i
COC(=O)c1ccc(OC(=O)c2ccccn2)cc1,i,i,-2.5,i,i,i,i,i,i,i,i
O=C(Nc1ccccc1Cl)C(=O)c1cn(CC(=O)N2CCOCC2)c2ccccc12,i,i,-7.2,i,i,i,i,i,i,i,i
Cc1cc(C)c(C(=O)C[n+]2cccc(C(N)=O)c2)c(C)c1,i,i,6.4,i,i,i,i,i,i,i,i
O=C(COC(=O)C1CC2C=CC1C2)Nc1cccc(S(=O)(=O)N2CCOCC2)c1 (centres undefined),i,i,2.2,i,i,i,i,i,i,i,i
O=C(OC(C(=O)Nc1cc(Cl)cc(Cl)c1)c1ccccc1)C1=COCCO1 (centres undefined),i,i,12.8,i,i,i,i,-5.3*,i,i,i
Cc1cc(C)n(CC(=O)Nc2ccc3c(c2)OCO3)c(=O)c1C#N,i,i,28.7,i,i,i,i,i,i,i,i
Cc1csc(N(C)C(=O)CSc2nnc(COc3ccccc3C)o2)n1,i,i,-6.5,i,i,i,i,i,i,i,i
COc1cc(CN2CCN(Cc3ccc(C)cc3)CC2)c([N+](=O)[O-])cc1OC,i,i,-5.4,i,i,i,i,i,i,i,i
COc1ccc(NS(=O)(=O)c2cccc(NC(=O)c3ccc(S(=O)(=O)N4CCCCCC4)cc3)c2)cc1,i,i,29.7,i,i,i,i,i,i,i,i
Cc1ccc2nc(C(O)C(O)c3nc4ccc(C)cc4[nH]3)[nH]c2c1 (centres undefined),i,i,4.1,i,i,i,i,i,i,i,i
COc1ccc(-n2c(=S)[nH]c3cc(C(=O)NC4CCCCC4)ccc3c2=O)c(OC)c1,i,i,4.5,i,i,i,i,i,i,i,i
COc1ccccc1CN(C)CC(=O)Nc1cccc2ccccc12,i,i,-3.9,i,i,i,i,i,i,i,i
CCOC(=O)N1N=C(c2ccc(OC)cc2)CC1(O)C(F)(F)F (centres undefined),i,i,-5.5,i,i,i,i,i,i,i,i
Cc1cc(Nc2nc3ccccc3[nH]c2=O)n(-c2ccccc2)n1,i,.,.,i,.,.,i,i,i,.,.
COc1cc(NC(=O)c2cc(-n3cnnc3)ccc2Cl)cc(OC)c1,i,i,-1.0,i,i,i,i,i,i,i,i
CCOc1ccc(NC(=O)CN(C)C(=O)c2ccc3nc(CC)c(CC)nc3c2)cc1OCC,i,i,-11.8,i,i,i,7.45*,i,i,i,i
CN(C)Cc1c(O)ccc2occ(C(=O)c3ccccc3)c12,i,i,-2.7,25*,i,i,i,i,i,i,i
O=C(c1ccc(F)cc1F)N1CCC(N2CCC(C(=O)N3CCOCC3)CC2)CC1,i,i,-1.1,i,i,i,i,i,i,i,i
CCOC(=O)c1c(NC(=O)CSc2nnc(C)c(=O)[nH]2)sc2c1CCC2,i,i,19.2,i,i,i,i,i,i,i,i
CCCC1=C(C(=O)OCC)C(c2ccncc2)n2ncnc2N1 (centres undefined),i,i,-2.9,i,i,i,i,-6.12*,i,i,i
COC(=O)COc1ccc(S(=O)(=O)N2CCCCCC2)cc1,i,i,-1.5,i,i,i,i,i,i,i,i
COc1ccc(S(=O)(=O)N(C)CC(=O)NCC2CCCO2)cc1OC (centres undefined),i,i,0.7,i,i,i,i,i,i,i,i
Fc1cccc(Cc2noc(CN3CCCCC3CCc3ccccn3)n2)c1 (centres undefined),i,i,-2.6,i,i,i,i,i,i,i,i
C[C@@H](NC(=O)[C@@H]1Cc2ccccc2CN1C(=O)OC(C)(C)C)C(=O)NCc1ccco1,i,i,-0.7,i,i,i,i,i,i,i,i
CCOC(=O)C1C(=O)C=C(c2cccs2)CC1c1ccccc1C (centres undefined),i,i,10.4,i,i,i,i,i,i,i,i
Cc1ccc(NC(=O)c2ccco2)c(NC(=O)c2ccccc2)c1,i,i,-5.4,i,i,i,i,i,i,i,i
Cc1ccc(C(=O)N/N=C\c2ccccc2[N+](=O)[O-])cn1,i,i,-3.0,.,i,i,.,.,.,i,i
Cc1ccc(N(CC(=O)NC(C)C)C(=O)CCC(=O)Nc2nccs2)cc1,i,i,5.1,i,i,i,i,i,i,i,i
CCn1nc(C)cc1C(=O)N1CCc2c([nH]c3ccccc23)C1c1cc(F)ccc1F (centres undefined),i,i,4.9,i,i,i,i,i,i,i,i
S=C1NCCNC(=S)NCCOCCOCCN1,i,i,-0.7,i,i,i,i,i,i,i,i
CCN(CC(=O)Nc1ccc(Cl)c(C(F)(F)F)c1)CC(=O)NC1CCS(=O)(=O)C1 (centres undefined),i,i,0.7,i,i,i,i,i,i,i,i
CCSc1nnc(C)n1-c1ccc(C(=O)O)cc1,i,i,-2.4,i,i,i,i,i,i,i,i
Nc1c(-c2ccccc2)nnn1Cc1ccccc1,i,i,-39.0,i,i,i,i,i,i,i,i
Cc1cccc(C)c1NC(=O)CN(C)C(=O)COc1cccc2c1OC(C)(C)C2,i,i,-9.1,i,i,i,i,i,i,i,i
O=C(COc1ccc(Cl)cc1)N1CCN(c2ccc([N+](=O)[O-])c(N3CCOCC3)c2)CC1,i,i,16.0,i,i,i,i,i,i,i,i
COc1ccc(-c2csc(NC(=O)COC(=O)C3=COCCO3)n2)cc1,i,i,-9.0,i,i,i,i,i,i,i,i
O=C1C(Cl)=C(N2CCN(c3ccccc3[N+](=O)[O-])CC2)C(=O)c2ccccc21,i,i,18.2,i,i,i,i,i,i,i,i
O=C(O)c1cccc(-n2cnnn2)c1,i,i,.,i,i,i,i,i,i,i,i
Cc1c(C(=O)NC2CC2)oc2ccc(S(=O)(=O)N3CCCCCC3)cc12,i,i,-6.3,i,i,i,i,i,i,i,i
CCCNC(=O)CN(c1cccc(F)c1)S(C)(=O)=O,i,i,7.1,i,i,i,i,i,i,i,i
c1csc(-c2ncc3ccccn23)c1,i,i,-3.8,i,i,i,i,i,i,i,i
CC(C)OC(=O)c1c(NC(=O)c2cnn3c2NC(c2ccccc2)CC3C(F)F)sc2c1CCCC2 (centres undefined),.,i,4.7,i,i,i,i,i,i,i,i
CCCNc1nc(C)cc(-c2cc(-c3ccccc3)on2)n1,i,i,3.9,i,i,i,i,i,i,i,i
COCc1ccccc1Cn1cnc2c1c(=O)n(C)c(=O)n2C,i,i,0.4,i,i,i,i,i,i,i,i
O=C1c2ccccc2C(=O)N1CCc1csc(-c2cccc(F)c2)n1,i,i,7.4,i,i,i,i,i,i,i,i
CCC(C(=O)N1CCOCC1)n1nc(C)n2c(cc3cc(C)ccc32)c1=O (centres undefined),i,i,2.8,i,i,i,i,i,i,i,i
CCCCOC(=O)C1CCC[C@@H](C)N1 (some centres undefined),i,i,-7.4,i,i,i,i,i,i,i,i
COCCCNc1nc2nonc2nc1N1CCN(C2CCCC2)CC1,i,i,13.2,i,i,i,i,i,i,i,i
CCC1(CC)NC(=O)N(CC(=O)NC(=O)NCc2ccccc2)C1=O,i,i,-0.7,i,i,i,i,i,i,i,i
Cn1c(=O)oc2cc(S(=O)(=O)CCC(=O)Nc3ccccc3)ccc21,i,i,-0.7,i,i,i,i,i,i,i,i
COCCCn1c(SCC(=O)Nc2ccc3c(c2)OCCO3)nnc1-c1ccoc1C,i,i,0.4,i,i,i,i,i,i,i,i
Cc1cc(C)n(C(=O)Cn2nc(C(F)F)cc2C)n1,i,i,-1.9,i,i,i,i,i,i,i,i
CCCOc1cccc(C(=O)NCCNC(=O)c2ccc(C)nc2)c1,i,i,-3.8,i,i,i,i,i,i,i,i
OC1CCCN(C(=S)NCc2ccccc2)C1 (centres undefined),i,i,-0.1,i,i,i,i,i,i,i,i
CCN(CC(=O)NCc1ccc(Cl)cc1)C(=O)/C=C/c1cc(OC)c(OC)c(OC)c1,i,i,2.2,i,i,i,i,i,i,i,i
CC(=O)NC(CC(C)C)C(=O)NC(CO)C(=O)NC(CCC(=O)O)C(=O)NC(C)C(=O)NC(CC(C)C)C(N)=O (centres undefined),i,i,-2.3,i,i,i,i,i,i,i,i
# Following part.
SMILES,ANO1 activ,TRPC6 act,SKKanGAS inh,TMEM16A inh,TRPC6 inh,TRPC4 potent,MrgX1 allo act,MrgX1 antagonist,MrgX1 agonist,TRPC4 inh,TRPC4 agonist
O=C1CC(NCc2ccncc2)C(=O)N1c1ccc(Cl)cc1 (centres undefined),i,i,-4.1,i,i,i,i,i,i,i,i
O=C1CSC(c2ccc([N+](=O)[O-])cc2)N1c1ccccc1F (centres undefined),i,i,-4.8,i,i,i,i,i,i,i,i
Cc1ccc(CNS(=O)(=O)c2ccc3c(c2)n(C)c(=O)n3C)cc1,i,i,-5.3,i,i,i,i,i,i,i,i
Cc1cccc(NC(=S)NCc2cccs2)c1C,i,i,4.7,i,i,i,i,i,i,i,i
COc1ccc(-c2cccc(NS(=O)(=O)c3ccc([N+](=O)[O-])cc3)c2)nn1,i,i,19.9,i,i,i,i,i,i,i,i
O=C(c1cc(-c2ccccc2O)on1)N1CCCCCC1,i,i,-3.6,i,i,i,i,i,i,i,i
O=C(NC1CCCCCC1)C1c2ccccc2C(=O)N1C1CC1 (centres undefined),i,i,-1.2,i,i,i,i,i,i,.,i
CCn1c(SCC(=O)Nc2cc(C)c(Cl)cc2OC)nnc1-c1ccco1,i,i,0.7,i,i,i,i,i,i,i,i
CSc1ccccc1C(=O)NCCCOC(C)C,i,i,-2.6,i,i,i,i,i,i,i,i

# High-throughput results deposited in PubChem BioAssay by several laboratories.
